CRFR2-BP antag: antagonists of CRF-BP/CRF-R2 complex, primary screen, cell-based, HEK293, calcium dye fluorescence, uHTS. CRF-induced calcium fluorescence. inhibition, % at 11.8 µM. hit rate 0.59% among 350,000. AID 588475, 2011;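 active means inhibition of the ligand-induced calcium signal above about 50% at the single tested concentration, limit read from the data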
CRFBP-R2 agonist: agonists of CRF-BP/CRF-R2 complex, primary screen, cell-based, HEK293, calcium dye fluorescence, uHTS | hit rate 0.46% among 350,000 | CRF-binding protein / CRF receptor 2 complex (human) | activation, % at 13.2 µM | calcium dye fluorescence (FLIPR); percent of saturating CRF peptide response;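 active means activation of at least 50%, plus an integration ratio under a set limit after plate pattern correction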;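 further: plate controls were neutral control wells without compound for no effect and CRF at EC100 for full effect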
GalR3 antag: GalR3 antagonists in HEK293 cells, primary screen, cell-based, fluorescence readout; HEK293 GalR3-CNG cAMP membrane potential fluorescence; galR3 body fused to GalR1 C-terminus; inhibition, % at 3 µM; hit rate 0.44% among 360,000; AID 651719, 2012;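 active means inhibition above the screen-wide average plus 3 SD, cut at about 13% in these data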;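 further: forskolin and galanin both at EC90 stimulate the cells; cAMP rise reported by CNG channel membrane potential dye signal; 0% = forskolin plus galanin with DMSO and 100% = forskolin alone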
Target sequence (O60755 1-299 limits assumed): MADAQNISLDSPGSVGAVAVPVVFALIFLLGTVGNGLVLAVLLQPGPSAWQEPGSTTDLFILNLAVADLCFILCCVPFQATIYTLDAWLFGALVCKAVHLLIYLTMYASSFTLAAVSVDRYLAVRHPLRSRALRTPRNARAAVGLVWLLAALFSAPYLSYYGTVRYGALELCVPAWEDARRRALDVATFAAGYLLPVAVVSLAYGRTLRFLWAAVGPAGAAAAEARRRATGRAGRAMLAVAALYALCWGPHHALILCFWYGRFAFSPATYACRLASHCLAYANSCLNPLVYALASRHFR
Numbers without * were called inactive.

Screening COC(=O)c1ccc2c(=O)[nH]c(COC(=O)c3c(-c4ccccc4Cl)noc3C)nc2c1 returned CRFR2-BP antag -12, CRFBP-R2 agonist -0.8 and GalR3 antag -4.
Screening CN(C)S(=O)(=O)c1cc(NC(=O)CSc2cccc[n+]2[O-])ccc1Cl returned CRFR2-BP antag 0, CRFBP-R2 agonist -0.5 and GalR3 antag -6.
Screening O=C(C[C@@H]1C/C=C/CC[C@@H](Cc2ccc(F)cc2)C(=O)OCCNC1=O)N[C@H](CO)Cc1ccccc1 returned CRFR2-BP antag 4, CRFBP-R2 agonist -1.0 and GalR3 antag -7.
O=C(CSc1cccc[n+]1[O-])Nc1ccc(Cl)cc1F was read as CRFR2-BP antag 6, CRFBP-R2 agonist 0.2 and GalR3 antag -3.
Screening Cc1ccc(S(=O)(=O)/N=C2/NC(=O)/C(=C\c3ccccc3)S2)cc1 returned CRFR2-BP antag 15, CRFBP-R2 agonist -1.4 and GalR3 antag -5.
`Cc1ccc(C)c(OCCC(=O)Nc2ccc(S(=O)(=O)N3CCCC3)cc2)c1` gave CRFR2-BP antag -6, CRFBP-R2 agonist 0.9 and GalR3 antag -3.
`COc1ccc(N2CCN(C(=O)COC(=O)CCS(=O)(=O)c3ccc(C)cc3)CC2)cc1` gave CRFR2-BP antag 12, CRFBP-R2 agonist 0.2 and GalR3 antag 4.
Screening O=[N+]([O-])c1ccccc1S(=O)(=O)Nc1cccc(-c2ccc(N3CCOCC3)nn2)c1 returned CRFR2-BP antag 0, CRFBP-R2 agonist -1.1 and GalR3 antag -3.
COc1cccc(C(c2c(C)[nH]n(-c3ccccc3)c2=O)c2c(C)[nH]n(-c3ccccc3)c2=O)c1O was read as CRFR2-BP antag -11, CRFBP-R2 agonist 2.6 and GalR3 antag -4.
CCN1C(=O)[C@H]2[C@H]3CN=C(SCc4ccccc4)N3[C@@](CC)(C(=O)OC)[C@H]2C1=O was read as CRFR2-BP antag -7, CRFBP-R2 agonist -1.7 and GalR3 antag -5.
For C[C@]12c3[nH]c4ccccc4c3CCN1C(=O)C(CC(=O)NCCCn1ccnc1)C[C@@H]2C(=O)N1CCCCC1 (some centres undefined) the results were CRFR2-BP antag -3, CRFBP-R2 agonist -1.5 and GalR3 antag -3.
CCOC(=O)C1=CN2CCCC[C@@H]2CC1=O was read as CRFR2-BP antag 3, CRFBP-R2 agonist -0.3 and GalR3 antag -5.
For O=C(NNC(=O)c1ccncc1)Nc1ccc(N=Nc2ccccc2)cc1 the results were CRFR2-BP antag -7, CRFBP-R2 agonist -1.6 and GalR3 antag -1.
`O=C(O)C1=CCC=CC1C(=O)O` (centres undefined) gave CRFR2-BP antag 12, CRFBP-R2 agonist 13 and GalR3 antag -1.
Screening CC(=O)c1cccc(NC(=O)CSc2nc(=O)n(CCCN3CCOCC3)c3c2CCC3)c1 returned CRFR2-BP antag -1, CRFBP-R2 agonist -0.8 and GalR3 antag 1.
Screening O=C(COC(=O)c1ccc(Cl)cc1Cl)Nc1cccc(S(=O)(=O)NC2=NCCC2)c1 returned CRFR2-BP antag 5, CRFBP-R2 agonist -0.3 and GalR3 antag 1.
Screening CNC(=O)c1ccsc1NC(=O)C1CCCN1S(=O)(=O)c1cccs1 (centres undefined) returned CRFR2-BP antag 1, CRFBP-R2 agonist 0.3 and GalR3 antag -4.
For O=c1[nH]c(=O)n(C(c2ccccc2)(c2ccccc2)c2ccccc2)cc1N(CCO)CCO the results were CRFR2-BP antag -23, CRFBP-R2 agonist 1.7 and GalR3 antag -6.
Screening CSCCC1NC(=O)N(CC(=O)N2CCc3ccccc3C2)C1=O (centres undefined) returned CRFR2-BP antag -4, CRFBP-R2 agonist 0.5 and GalR3 antag -5.
Screening CCOC(=O)c1c(NC(=O)COC(=O)c2ccc(Cl)nc2)sc(C)c1C returned CRFR2-BP antag 10, CRFBP-R2 agonist 1.1 and GalR3 antag -7.
CN(CC(=O)Nc1cccc(F)c1)C(=O)C1=COCCO1 was read as CRFR2-BP antag -20, CRFBP-R2 agonist 6.1 and GalR3 antag -1.
Screening COc1ccc(CCNC(=O)CSc2nnc3ccc(-c4ccccn4)nn23)cc1OC returned CRFR2-BP antag -8, CRFBP-R2 agonist -0.8 and GalR3 antag -4.
COc1ccccc1C(=O)NC(=O)COC(=O)c1nc(Cl)ccc1Cl was read as CRFR2-BP antag 12, CRFBP-R2 agonist -1.0 and GalR3 antag -1.
O=C(COc1cccc(Br)c1)Nc1ccc(Cl)c(S(=O)(=O)N2CCOCC2)c1 was read as CRFR2-BP antag -5, CRFBP-R2 agonist 0.0 and GalR3 antag -5.
`CCCC1NC(=O)c2cc3ccccc3cc2-n2c1nc1cc(Cl)ccc1c2=O` (centres undefined) gave CRFR2-BP antag -13, CRFBP-R2 agonist 0.2 and GalR3 antag 0.
For O=S(=O)(c1ccc(NCCOCCO)nc1)N1CCCCC1 the results were CRFR2-BP antag 5, CRFBP-R2 agonist -1.5 and GalR3 antag -5.
For CC1CCCC(=NNc2ccc3ccccc3n2)C1 (centres undefined) the results were CRFR2-BP antag -25, CRFBP-R2 agonist 0.9 and GalR3 antag -1.
O=C(N[C@@H]1C/C=C\C[C@H](CC(=O)N(CCO)Cc2ccccc2)C(=O)N[C@@H](Cc2c[nH]c3ccccc23)COC1=O)OCC1c2ccccc2-c2ccccc21 was read as CRFR2-BP antag 10, CRFBP-R2 agonist 0.6 and GalR3 antag -6.
Cc1cccc(NC(=O)COC(=O)CCc2c[nH]c3ccccc23)c1C was read as CRFR2-BP antag -1, CRFBP-R2 agonist 0.3 and GalR3 antag -6.
O=C(Cc1ccc([N+](=O)[O-])cc1)Nc1cccc(C(=O)N2CCOCC2)c1 was read as CRFR2-BP antag 8, CRFBP-R2 agonist 0.2 and GalR3 antag -3.
CC1(C)Cc2cccc(OCC(=O)OCc3nnc(-c4ccccc4)o3)c2O1 was read as CRFR2-BP antag -4, CRFBP-R2 agonist 1.7 and GalR3 antag -7.
For Cc1cccc(N(CC(=O)N2CCCC2)S(C)(=O)=O)c1C the results were CRFR2-BP antag 13, CRFBP-R2 agonist 0.4 and GalR3 antag -2.
For C/C(=N\NC(=O)c1cccc(S(=O)(=O)N2CCCC2)c1)c1ccccc1F the results were CRFR2-BP antag -8, CRFBP-R2 agonist -0.2 and GalR3 antag -4.
Cc1ccc(S(=O)(=O)N2CCN(C(=O)COC(=O)CCCOc3ccccc3)CC2)c(C)c1 was read as CRFR2-BP antag 0, CRFBP-R2 agonist 0.8 and GalR3 antag -6.
Screening COc1ccc(C)cc1NC(=O)CSc1cccc[n+]1[O-] returned CRFR2-BP antag 2, CRFBP-R2 agonist 0.3 and GalR3 antag -4.
`CCN(CC)c1ccc(S(=O)(=O)N2CCOCC2)cc1NC(=O)CSc1nnc(N)s1` gave CRFR2-BP antag 1, CRFBP-R2 agonist 0.3 and GalR3 antag -3.
For O=C(C1CCN(S(=O)(=O)c2c(Cl)cccc2Cl)CC1)N1CCCCCCC1 the results were CRFR2-BP antag -31, CRFBP-R2 agonist 9.6 and GalR3 antag -1.
Screening COc1ccccc1C#Cc1cnc2c(c1)C(=O)N([C@H](C)CO)C[C@H](C)[C@@H](CN(C)S(=O)(=O)c1cn(C)cn1)O2 returned CRFR2-BP antag -11, CRFBP-R2 agonist -0.1 and GalR3 antag -4.
Screening Cc1nn(-c2ccc(F)cc2)c(Cl)c1/C=C(/CC(=O)O)c1nc2ccccc2s1 returned CRFR2-BP antag 8, CRFBP-R2 agonist -2.5 and GalR3 antag 0.
For COC(=O)c1sccc1NC(=O)c1cccc(F)c1 the results were CRFR2-BP antag -2, CRFBP-R2 agonist 0.7 and GalR3 antag -2.
For C[C@@H]1CN([C@H](C)CO)C(=O)CCCn2nncc2CO[C@@H]1CN(C)C(=O)CCC(F)(F)F the results were CRFR2-BP antag -5, CRFBP-R2 agonist -1.4 and GalR3 antag -2.
Screening Nc1nc(N)nc(-c2cc([N+](=O)[O-])ccc2O)n1 returned CRFR2-BP antag -2, CRFBP-R2 agonist -1.2 and GalR3 antag -1.
`COc1ccc(NC(=O)CN(C)C(=O)c2cccc(Oc3ccccc3)c2)cc1` gave CRFR2-BP antag 5, CRFBP-R2 agonist -1.0 and GalR3 antag -4.
COc1ccccc1C(=O)NCCC(=O)N1CCN(C(C)=O)CC1 was read as CRFR2-BP antag 0, CRFBP-R2 agonist 0.5 and GalR3 antag 0.
`NS(=O)(=O)c1ccc(N2N=C(c3ccccc3)CC2c2ccccc2Br)cc1` (centres undefined) gave CRFR2-BP antag 3, CRFBP-R2 agonist 2.1 and GalR3 antag -6.
`CCOC(=O)C(Cc1ccccc1)C(=O)c1ccco1` (centres undefined) gave CRFR2-BP antag 1, CRFBP-R2 agonist -1.4 and GalR3 antag -4.
Screening OC[C@H]1O[C@H](OCc2ccccc2)[C@H](O[C@@H]2OC[C@@H](O)[C@H](O)[C@H]2O)[C@@H](O)[C@@H]1O returned CRFR2-BP antag 6, CRFBP-R2 agonist -2.0 and GalR3 antag -8.
`O=C(CN1CCN(S(=O)(=O)c2cccs2)CC1)N1CCCCC1` gave CRFR2-BP antag 4, CRFBP-R2 agonist -0.1 and GalR3 antag -4.
`O=C(COc1ccccc1Cl)Nc1cccc(S(=O)(=O)N2CCCC2)c1` gave CRFR2-BP antag -7, CRFBP-R2 agonist -0.4 and GalR3 antag -6.
Cc1ccc(NC(=O)CN(C)C(=O)C(c2ccccc2)c2ccccc2)cc1 was read as CRFR2-BP antag 3, CRFBP-R2 agonist -1.1 and GalR3 antag -4.
`NC(=O)Nc1ccc(C(=O)OCC(=O)N2CCCC2=O)cc1` gave CRFR2-BP antag -1, CRFBP-R2 agonist -0.1 and GalR3 antag -3.
Screening CCCCn1c(N)c(N(Cc2ccccc2OC)C(=O)c2cc(=O)[nH]c3ccccc23)c(=O)[nH]c1=O returned CRFR2-BP antag -3, CRFBP-R2 agonist 0.3 and GalR3 antag -3.
C[C@H](CO)N1C[C@H](C)[C@@H](CN(C)S(=O)(=O)c2cccs2)Oc2c(NC(=O)CCC(F)(F)F)cccc2C1=O was read as CRFR2-BP antag 5, CRFBP-R2 agonist 0.8 and GalR3 antag -3.
For CC(C)[C@H](NC(=O)c1ccccc1)C(=O)OCC(=O)Nc1ncc(Cl)cc1Cl the results were CRFR2-BP antag 6, CRFBP-R2 agonist -2.1 and GalR3 antag 1.
CC(=O)c1sc(NC(=O)CN2C(=O)C3CC=CCC3C2=O)nc1-c1ccccc1 (centres undefined) was read as CRFR2-BP antag -15, CRFBP-R2 agonist 6.0 and GalR3 antag 8.
Screening COc1cc(C)ccc1OCC(=O)NCC1CCCO1 (centres undefined) returned CRFR2-BP antag 2, CRFBP-R2 agonist -1.4 and GalR3 antag -7.
`O=C(C1CCCN1S(=O)(=O)c1ccc(Cl)cc1)N1CCN(c2ccccc2)CC1` (centres undefined) gave CRFR2-BP antag 2, CRFBP-R2 agonist 0.6 and GalR3 antag -3.
COc1ccc(Nc2cccc3ccccc23)cc1 was read as CRFR2-BP antag 7, CRFBP-R2 agonist -0.5 and GalR3 antag -7.
For O=C(COC(=O)c1cc(=O)[nH]c2ccccc12)Nc1ccccc1F the results were CRFR2-BP antag -5, CRFBP-R2 agonist -1.4 and GalR3 antag -7.
COc1ccc(Cl)cc1NC(=O)CN(C)C(=O)c1cc(-c2cccs2)nn1-c1ccccc1 was read as CRFR2-BP antag 4, CRFBP-R2 agonist 2.8 and GalR3 antag -4.
For CCN1CCC(O)(C(C(=O)O)c2ccccc2)CC1 (centres undefined) the results were CRFR2-BP antag 12, CRFBP-R2 agonist -2.4 and GalR3 antag -6.
Screening CCCCn1cnc2c(SCc3ccc([N+](=O)[O-])cc3)nc(N)nc21 returned CRFR2-BP antag 5, CRFBP-R2 agonist -4.7 and GalR3 antag -3.

Filtered by structure: those above with an NH in an aromatic ring
Screening COC(=O)c1ccc2c(=O)[nH]c(COC(=O)c3c(-c4ccccc4Cl)noc3C)nc2c1 returned CRFR2-BP antag -12, CRFBP-R2 agonist -0.8 and GalR3 antag -4.
COc1cccc(C(c2c(C)[nH]n(-c3ccccc3)c2=O)c2c(C)[nH]n(-c3ccccc3)c2=O)c1O was read as CRFR2-BP antag -11, CRFBP-R2 agonist 2.6 and GalR3 antag -4.
For C[C@]12c3[nH]c4ccccc4c3CCN1C(=O)C(CC(=O)NCCCn1ccnc1)C[C@@H]2C(=O)N1CCCCC1 (some centres undefined) the results were CRFR2-BP antag -3, CRFBP-R2 agonist -1.5 and GalR3 antag -3.
For O=c1[nH]c(=O)n(C(c2ccccc2)(c2ccccc2)c2ccccc2)cc1N(CCO)CCO the results were CRFR2-BP antag -23, CRFBP-R2 agonist 1.7 and GalR3 antag -6.
O=C(N[C@@H]1C/C=C\C[C@H](CC(=O)N(CCO)Cc2ccccc2)C(=O)N[C@@H](Cc2c[nH]c3ccccc23)COC1=O)OCC1c2ccccc2-c2ccccc21 was read as CRFR2-BP antag 10, CRFBP-R2 agonist 0.6 and GalR3 antag -6.
Cc1cccc(NC(=O)COC(=O)CCc2c[nH]c3ccccc23)c1C was read as CRFR2-BP antag -1, CRFBP-R2 agonist 0.3 and GalR3 antag -6.
Screening CCCCn1c(N)c(N(Cc2ccccc2OC)C(=O)c2cc(=O)[nH]c3ccccc23)c(=O)[nH]c1=O returned CRFR2-BP antag -3, CRFBP-R2 agonist 0.3 and GalR3 antag -3.
For O=C(COC(=O)c1cc(=O)[nH]c2ccccc12)Nc1ccccc1F the results were CRFR2-BP antag -5, CRFBP-R2 agonist -1.4 and GalR3 antag -7.

Screening data deposited in PubChem by several laboratories.

This is a subset, so the mix of outcomes need not match the whole.
